Assay outcomes deposited in PubChem by Sanford-Burnham Center for Chemical Genomics.
tim23-1 inh: inhibits growth of tim23-1 mutant yeast. hit rate 1.3% among 330,000. S. cerevisiae tim23-1 growth, BacTiter-Glo luminescence, 24 h. inhibition, % at 20 µM;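 active = growth inhibition of the mutant yeast at or above 50%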;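 also: temperature-sensitive mutant grown at 25 °C; plate controls were DMSO-treated mutant yeast for no effect and medium wells lacking yeast for full effect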
UPR XBP1 act: adaptive UPR (XBP1) activation; CHO-XBP1 luciferase reporter, IRE1-XBP1 UPR activation, luminescence; percent of tunicamycin response, DMSO as zero; activation, % at 20 µM; hit rate 0.33% among 330,000; AID 463104;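 active = versus positive control, 20 µM dose yields 30% or more activation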;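 also: 100% = tunicamycin at 10 µg/mL and 0% = DMSO only wells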
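Material: CHO cell line with stable XBP1 luciferase reporter; buffer or medium: F12 medium containing 10% fetal bovine serum; compound: single point, 20 µM final compound, 1% DMSO; incubation: 6 h treatment, 37 °C; measured by: glow luminescence from Steady-Glo reagent; evaluation: activation, % of tunicamycin; control set: tunicamycin high, DMSO low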
Mdm2 MdmX PPI: disrupts the human Mdm2-MdmX interaction. O15151+Q00987. inhibition, % at 8 µM. AID 485346. hit rate 3% among 330,000. SaOS-2 split-luciferase Mdm2/MdmX complementation, luminescence;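 active = inhibition of at least 50% at 8 µM in the primary screen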
Target sequence (O15151 whole entry, looked up): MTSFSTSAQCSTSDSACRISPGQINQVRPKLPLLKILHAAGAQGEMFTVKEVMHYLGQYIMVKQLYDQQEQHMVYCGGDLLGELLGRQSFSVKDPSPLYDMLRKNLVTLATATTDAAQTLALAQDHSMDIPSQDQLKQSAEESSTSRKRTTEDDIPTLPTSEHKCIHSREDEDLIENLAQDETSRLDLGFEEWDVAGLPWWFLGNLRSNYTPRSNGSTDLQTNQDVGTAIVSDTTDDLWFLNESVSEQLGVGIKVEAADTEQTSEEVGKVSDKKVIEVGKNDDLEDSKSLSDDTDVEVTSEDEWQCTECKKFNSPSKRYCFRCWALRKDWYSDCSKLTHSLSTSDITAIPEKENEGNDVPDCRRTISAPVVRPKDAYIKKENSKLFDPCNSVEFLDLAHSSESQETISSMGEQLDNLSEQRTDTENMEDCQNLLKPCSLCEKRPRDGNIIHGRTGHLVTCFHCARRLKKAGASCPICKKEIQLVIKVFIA
Target sequence (Q00987 whole entry, looked up): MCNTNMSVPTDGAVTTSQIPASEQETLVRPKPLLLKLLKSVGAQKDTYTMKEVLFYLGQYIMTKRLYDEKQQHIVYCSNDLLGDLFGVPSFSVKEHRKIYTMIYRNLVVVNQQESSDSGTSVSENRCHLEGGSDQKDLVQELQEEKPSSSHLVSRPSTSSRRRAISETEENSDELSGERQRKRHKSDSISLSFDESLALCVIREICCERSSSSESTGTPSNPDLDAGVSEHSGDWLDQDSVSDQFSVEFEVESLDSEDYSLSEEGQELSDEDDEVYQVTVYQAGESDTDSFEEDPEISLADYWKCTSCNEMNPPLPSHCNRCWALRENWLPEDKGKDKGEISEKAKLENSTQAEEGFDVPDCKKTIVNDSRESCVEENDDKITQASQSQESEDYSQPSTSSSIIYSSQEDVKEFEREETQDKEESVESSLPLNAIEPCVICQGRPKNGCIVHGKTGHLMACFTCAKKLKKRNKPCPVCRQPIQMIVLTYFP
TIM10 inh: growth inhibitors of TIM10 yeast strain; S. cerevisiae TIM10 strain growth, BacTiter-Glo luminescence, 24 h; inhibition, % at 10 µM; hit rate 1.4% among 330,000; AID 463195;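 active = inhibition of 40% or more at the single tested concentration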;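 also: wild-type TIM10 isogenic control strain grown at permissive 25 °C; 0% = DMSO yeast wells and 100% = minimal medium wells without yeast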
Jurkat NFkB inh: lowers PMA/ionomycin-induced NF-kB signal in Jurkat cells | AID 435003 | inhibition, % at 4 µM | PMA/ionomycin-induced NF-kB luciferase reporter, luminescence | hit rate 0.53% among 330,000; in the data active = inhibition above about 50%
UPR CHOP act: activators of apoptotic arm of unfolded protein response (CHOP) | CHO-CHOP luciferase reporter, UPR activation, luminescence; percent of tunicamycin response over DMSO baseline | activation, % at 10 µM | hit rate 0.34% among 330,000 | AID 449763;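 active = at 10 µM dose, activation of 40% or more, normalized to positive control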;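 also: 100% = tunicamycin at 10 µg/mL and 0% = DMSO alone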
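Assay system: CHO cells with stable CHOP pathway luciferase reporter; Buffer or medium: F12 plus 10% serum; Times: 16-18 h cell attachment, then 6 h compound exposure, 37 °C; Signal: luciferase luminescence; Read-out basis: percent activation relative to tunicamycin control; Control set: tunicamycin high control, DMSO low control.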
697 NFkB inh: lowers PMA/ionomycin-induced NF-kB signal in 697 B cells; 697 B-cell NF-kB luciferase reporter, 16 h; inhibition, % at 4 µM; hit rate 0.33% among 330,000; in the data active = inhibition above about 35%
tim10-1 inh: growth inhibitors of tim10-1 mutant yeast; AID 463190; hit rate 2.2% among 330,000; inhibition, % at 20 µM; S. cerevisiae tim10-1 ts strain growth, BacTiter-Glo, 24 h;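 active = inhibition of at least 40%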;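 also: mutant grown at 25 °C; 0% = DMSO wells with yeast and 100% = wells holding no yeast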
* marks the source's active call; other numbers are inactive results. Random draw from the library; about 6.6% have a hit in one of these screens.

[1] CN(NC1OC(=O)c2ccccc21)c1ccccc1[N+](=O)[O-] (stereo not drawn)
[2] CCn1c2ccccc2c2cc(CN3CCN(S(C)(=O)=O)CC3)ccc21
[3] COC(=O)c1sc(S(=O)(=O)Oc2ccccc2NC(C)=O)c(C(=O)OC)c1C
[4] CC(NC(=O)CN(C)Cc1cccs1)c1ccccc1 (stereo not drawn)
[5] CC(C)CNC(=O)C1CCCN(S(=O)(=O)c2ccc(-n3cnnn3)cc2)C1 (stereo not drawn)
[6] CC1CCCN(S(=O)(=O)c2cccc3nonc23)C1 (stereo not drawn)
[7] O=c1[nH]c2ccccc2c(O)c1SCCO
[8] Cc1ccc(O)c(NC(=O)CCCC(=O)O)c1

Screen / compound no. | 1 | 2 | 3 | 4 | 5 | 6 | 7 | 8
tim23-1 inh | 11 | 21 | -5 | 7 | 4 | 17 | 4 | -3
UPR XBP1 act | 0 | -1 | 1 | 2 | -1 | 2 | 1 | 1
Mdm2 MdmX PPI | 21 | -10 | 17 | 1 | 9 | 15 | -1 | -1
TIM10 inh | 19 | 9 | -24 | -5 | 1 | 1 | 6 | -3
Jurkat NFkB inh | 5 | -9 | 3 | -20 | 13 | 19 | 10 | -3
UPR CHOP act | 1.9 | 1.2 | 0.1 | -0.7 | -1.2 | 0.6 | -0.9 | -1.1
697 NFkB inh | -3 | -25 | 20 | -13 | 7 | 7 | 5 | 5
tim10-1 inh | 7 | 11 | -13 | 17 | 6 | 9 | 6 | -20

[9] Cc1cc(=O)[nH]c(SCC(=O)Nc2ccccc2[N+](=O)[O-])n1
[10] Cc1ccc(S(=O)(=O)N2CCC(C(=O)NCc3ccncc3)CC2)cc1
[11] O=C(Cc1ccccc1)NC(NCCCN1CCOCC1)(C(F)(F)F)C(F)(F)F
[12] O=C(O)C1CCN(S(=O)(=O)c2ccc(Oc3ccccc3)cc2)CC1
[13] CCCCN(C)C1CCN(C(=S)Nc2ccc(OCC)cc2)CC1
[14] CCCCNC(=O)c1nc2ncc(Br)cn2n1
[15] Cc1csc(=O)n1CCC(=O)OCC(=O)c1ccc(Br)cc1
[16] C=CCn1c(SCC(=O)Nc2ccc(C(=O)O)cc2)nnc1-c1cccnc1

Screen / compound no. | 9 | 10 | 11 | 12 | 13 | 14 | 15 | 16
tim23-1 inh | 14 | 5 | -3 | 7 | -9 | 6 | 19 | 19
UPR XBP1 act | -2 | -3 | -4 | 1 | -2 | 0 | -4 | -1
Mdm2 MdmX PPI | 2 | 19 | 15 | 4 | 12 | -23 | 10 | 3
TIM10 inh | -33 | -4 | -4 | 6 | -3 | 4 | 6 | 0
Jurkat NFkB inh | -3 | 4 | -4 | -7 | -2 | 2 | -2 | 4
UPR CHOP act | -1.7 | -1.3 | -1.5 | 0.7 | -0.3 | 0.6 | 1.9 | 0.0
697 NFkB inh | 4 | 12 | 14 | 9 | 25 | -5 | 1 | -7
tim10-1 inh | -26 | 13 | -8 | 5 | 4 | 9 | 17 | 0

Some of these compounds in order of the Jurkat NFkB inh value, smallest number first.
#	smiles	UPR XBP1 act	Mdm2 MdmX PPI	Jurkat NFkB inh	697 NFkB inh
12	O=C(O)C1CCN(S(=O)(=O)c2ccc(Oc3ccccc3)cc2)CC1	1	4	-7	9
11	O=C(Cc1ccccc1)NC(NCCCN1CCOCC1)(C(F)(F)F)C(F)(F)F	-4	15	-4	14
9	Cc1cc(=O)[nH]c(SCC(=O)Nc2ccccc2[N+](=O)[O-])n1	-2	2	-3	4
16	C=CCn1c(SCC(=O)Nc2ccc(C(=O)O)cc2)nnc1-c1cccnc1	-1	3	4	-7

(further entries)
[17] CCOC(=O)c1cc(NC(=O)c2ccccc2)c(=O)oc1-c1ccccc1
[18] C#CCOCCOCCOCCNc1nc(N2CCOCC2)nc(N2CCN(C(=O)CCCCCCCCCCNC(=O)[C@H](CO)n3cc(CCCCCN)nn3)CC2)n1
[19] COc1ccc(C2C(C(=O)NCCN(C)C)c3ccccc3C(=O)N2C)cc1OC (stereo not drawn)
[20] O=C(NCc1ccccn1)c1ccc2nc(C3CCCCC3)oc2c1
[21] COC(=O)c1cc(-c2ccccc2)sc1N
[22] CC(C)CCC[C@@H](C)[C@H]1CC[C@H]2[C@@H]3C(=O)C=C4C[C@@H](O)CC[C@]4(C)[C@H]3CC[C@]12C
[23] Cc1ccc(NC(=O)Nc2cnc3ccccc3c2)cc1
[24] CC(=O)Nc1sc(C)c(C)c1C(=O)OCC(=O)NCc1ccc(Cl)cc1

Screen / compound no. | 17 | 18 | 19 | 20 | 21 | 22 | 23 | 24
tim23-1 inh | 3 | 17 | -10 | 14 | 47 | 11 | 6 | 7
UPR XBP1 act | 10 | -2 | 2 | -1 | 6 | -8 | 0 | -4
Mdm2 MdmX PPI | 14 | 3 | -9 | 16 | -12 | 15 | -190 | 9
TIM10 inh | -48 | 2 | 6 | 4 | 33 | 7 | -9 | -4
Jurkat NFkB inh | -1 | -6 | -10 | 0 | -10 | -23 | -129 | 2
UPR CHOP act | 1.0 | 0.6 | -0.2 | 2.8 | 6.1 | 0.4 | 7.6 | 1.1
697 NFkB inh | 19 | 5 | 10 | -83 | -24 | -26 | -105 | 17
tim10-1 inh | -11 | 11 | 12 | 14 | 29 | 8 | -8 | 9

[25] Cc1ccc(C(=O)O)cc1NC(=S)NC(=O)C(c1ccccc1)c1ccccc1
[26] COc1cc(CNC(=O)c2nc(Cn3nc(C)c(Br)c3C)no2)cc(OC)c1
[27] COc1ccc(-c2nc(C#N)c(NCCCN3CCOCC3)o2)cc1
[28] Cc1cc(C)c(NC(=O)CNC(=O)CN(C)Cc2ccc(Br)s2)c(C)c1
[29] Cn1c(=O)c(=O)n(C)c2cc(S(=O)(=O)N3CCCCC3)ccc21
[30] COCCN(C(=O)CSc1nc2ccc(Cl)cc2[nH]1)c1c(N)n(Cc2ccccc2)c(=O)[nH]c1=O
[31] Fc1ccccc1-c1n[nH]c(=S)n1CC1CCCO1 (stereo not drawn)
[32] CN(C)CCOC(C1CCCCC1)C1CCCCC1

Screen / compound no. | 25 | 26 | 27 | 28 | 29 | 30 | 31 | 32
tim23-1 inh | 12 | 30 | -19 | 22 | 12 | 9 | 6 | 26
UPR XBP1 act | 1 | 0 | 3 | -2 | -2 | -7 | -3 | 3
Mdm2 MdmX PPI | 18 | -14 | 12 | 11 | 11 | 15 | 11 | 14
TIM10 inh | 10 | 17 | -28 | 15 | -11 | -3 | -1 | -1
Jurkat NFkB inh | 15 | -17 | -24 | -3 | 9 | 2 | -15 | -3
UPR CHOP act | 1.8 | -0.1 | 0.1 | -0.2 | -1.4 | 2.1 | -1.9 | -0.5
697 NFkB inh | 6 | -12 | 0 | -8 | 2 | 5 | 0 | 13
tim10-1 inh | 10 | 30 | -16 | 16 | 7 | 4 | -7 | 4

[33] COc1ccc(NC(=O)Nc2cc(C)ccc2F)cc1OC
[34] COc1ccc(-n2c(SCC(=O)NCCCN3CCCC3=O)nnc2C(C)N2CCCCC2)cc1 (stereo not drawn)
[35] COCCNC(=O)CCn1nc(-c2ccc(Cl)cc2)c2ccccc2c1=O
[36] Cc1cccc(-n2c(C)cc(/C=C3\C(=N)N4N=C(CC(C)C)SC4=NC3=O)c2C)c1
[37] CC(C)c1nc(CNC(=O)C2CCC(=O)N(Cc3ccc(Cl)cc3)C2)no1 (stereo not drawn)
[38] CC(Oc1cccc(Cl)c1)C(=O)N1CCCN(C)CC1 (stereo not drawn)
[39] COc1cccc(CNc2ccc(F)c(Cl)c2)c1
[40] COc1ccc(NS(=O)(=O)c2cccc(C(=O)NN=Cc3ccc(OC)cc3OC)c2)cc1

Screen / compound no. | 33 | 34 | 35 | 36 | 37 | 38 | 39 | 40
tim23-1 inh | 3 | 14 | 9 | 8 | 5 | -12 | -8 | -13
UPR XBP1 act | -1 | 3 | -2 | -5 | -2 | -4 | 2 | -4
Mdm2 MdmX PPI | -47 | 0 | 24 | 25 | -3 | 6 | 25 | 6
TIM10 inh | 8 | 4 | 5 | 11 | 2 | 5 | -18 | -15
Jurkat NFkB inh | -48 | 4 | 4 | 15 | -5 | 5 | -6 | 0
UPR CHOP act | 2.1 | -1.0 | -1.7 | 1.4 | 1.7 | 2.4 | 0.9 | -0.6
697 NFkB inh | -69 | 2 | 9 | -7 | -25 | -12 | -2 | 16
tim10-1 inh | 12 | -17 | 18 | 9 | 11 | -12 | -22 | -10

[41] O=C(CCS(=O)(=O)c1ccccc1)N1CCOCC1
[42] Cn1ccc(C(=O)OCC(=O)Nc2cccc(Cl)c2)n1
[43] COC(=O)Nc1ccc(S(=O)(=O)N2CCCc3ccccc32)cc1
[44] CC(NC(=O)Nc1cccc(F)c1)c1ccc2c(c1)OCO2 (stereo not drawn)
[45] O=C(O)Cc1ccc(C(=O)c2ccccc2)s1
[46] COc1cccc(CC(=O)Nc2nc3ccccc3[nH]2)c1
[47] CCOC(=O)N1CCC(N2C(=O)c3ccccc3C2Nc2ccc(S(=O)(=O)N3CCOCC3)cc2)CC1 (stereo not drawn)
[48] O=C(O)CC/C(=N/NC(=O)c1cccs1)c1ccccc1

Screen / compound no. | 41 | 42 | 43 | 44 | 45 | 46 | 47 | 48
tim23-1 inh | 1 | 11 | 10 | -4 | 9 | -1 | 8 | -2
UPR XBP1 act | 1 | 5 | 3 | -2 | -4 | 2 | -2 | -1
Mdm2 MdmX PPI | -11 | 12 | 55* | 6 | 4 | 18 | 9 | -8
TIM10 inh | -6 | -7 | 22 | 3 | -7 | -11 | 7 | 1
Jurkat NFkB inh | 1 | 12 | 61* | 4 | -12 | -2 | -6 | -9
UPR CHOP act | 2.3 | -0.3 | -1.5 | 3.2 | 0.1 | 0.8 | 0.7 | 0.7
697 NFkB inh | -9 | 5 | -58 | 13 | 15 | -6 | -3 | -29
tim10-1 inh | 8 | 6 | 31 | 2 | -6 | 22 | 1 | 2

[49] CCOC(=O)N1CCN(C(=O)C2CCN(S(=O)(=O)c3ccc(OC)cc3)CC2)CC1
[50] CCCCc1cc(=O)oc2cc(OCC(=O)N(CC)CC)c(Cl)cc12
[51] COc1cccc(NC(=O)C/C(C)=N/NC(=O)C2CCCCC2)c1
[52] CN(O)C(=O)Nc1ccc([N+](=O)[O-])cc1
[53] COc1cc(O)c(C(CC(=O)N2CCN(c3ccccc3)CC2)c2ccc3c(c2)OCO3)c(OC)c1 (stereo not drawn)
[54] COc1cc(/C=C(/C(=O)c2cccs2)c2nc3ccccc3[nH]2)ccc1O
[55] CCN(CC)CCN(C)Cc1nc(C(c2ccccc2)c2ccccc2)no1
[56] Cc1cc(=O)n2c(n1)SCOC2
[57] Cc1nn(CC(=O)O)c2ccccc12

Screen / compound no. | 49 | 50 | 51 | 52 | 53 | 54 | 55 | 56 | 57
tim23-1 inh | 13 | 7 | 15 | -9 | 13 | 25 | -2 | 3 | -6
UPR XBP1 act | -4 | -1 | 0 | 1 | -3 | -3 | -2 | 0 | -2
Mdm2 MdmX PPI | 10 | 3 | -4 | -2 | 2 | 49 | -1 | -14 | 12
TIM10 inh | 7 | -9 | 10 | 3 | 2 | 43* | 1 | 3 | -14
Jurkat NFkB inh | 6 | -5 | 2 | -1 | 15 | -2 | -24 | -6 | -2
UPR CHOP act | -0.5 | 2.6 | -1.4 | -1.1 | -0.3 | 3.3 | 0.8 | 0.5 | -0.3
697 NFkB inh | 12 | 4 | 6 | 13 | 9 | 24 | -56 | 6 | -3
tim10-1 inh | 14 | 11 | 12 | -3 | 7 | 38 | 3 | 3 | -16
